# From PubChem BioAssay
# STEP inh: blocks human striatal-enriched tyrosine phosphatase. P54829. 0.25% of 360,000 active. inhibition, % at 20 µM. recombinant STEP, OMFP fluorogenic substrate, fluorescence;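 active = inhibition at 20 µM, scaled per plate between control wells, above about 37%, limit read from the data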;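 also: 0% = DMSO with enzyme and substrate and 100% = substrate only without enzyme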
#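 Measure: Control-normalized % inhibition with plate pattern correction | Test system: STEP phosphatase, cell-free reaction | Medium: pH 6.0 Bis-Tris with DTT and Tween 20 | Technique: Fluorescence, 480/540 nm | Times: Reaction 20 min, ambient temperature | Doses: Single compound dose of 20 µM, 1% DMSO final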
# DNMT1 block: blocks human DNA methyltransferase DNMT1. P26358. DNMT1 molecular beacon, Hinp1I cleavage, fluorescence. inhibition (reported as % activation of signal), % at 10 µM. 0.83% of 360,000 active. AID 588458; in the data active = inhibition above about 50%
# Neddyl block: inhibitors of human cullin neddylation; calls only at 25 µM; AID 651699; 0.58% of 360,000 active; TR-FRET cullin neddylation, biochemical; in the data active = inhibition above about 36%
# Target sequence (P61081 whole entry, looked up): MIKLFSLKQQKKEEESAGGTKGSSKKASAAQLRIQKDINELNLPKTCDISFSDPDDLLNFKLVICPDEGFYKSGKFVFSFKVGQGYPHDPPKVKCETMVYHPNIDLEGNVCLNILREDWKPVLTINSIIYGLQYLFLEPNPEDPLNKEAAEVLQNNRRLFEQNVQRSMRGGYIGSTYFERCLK
# Target sequence (Q13564 whole entry, looked up): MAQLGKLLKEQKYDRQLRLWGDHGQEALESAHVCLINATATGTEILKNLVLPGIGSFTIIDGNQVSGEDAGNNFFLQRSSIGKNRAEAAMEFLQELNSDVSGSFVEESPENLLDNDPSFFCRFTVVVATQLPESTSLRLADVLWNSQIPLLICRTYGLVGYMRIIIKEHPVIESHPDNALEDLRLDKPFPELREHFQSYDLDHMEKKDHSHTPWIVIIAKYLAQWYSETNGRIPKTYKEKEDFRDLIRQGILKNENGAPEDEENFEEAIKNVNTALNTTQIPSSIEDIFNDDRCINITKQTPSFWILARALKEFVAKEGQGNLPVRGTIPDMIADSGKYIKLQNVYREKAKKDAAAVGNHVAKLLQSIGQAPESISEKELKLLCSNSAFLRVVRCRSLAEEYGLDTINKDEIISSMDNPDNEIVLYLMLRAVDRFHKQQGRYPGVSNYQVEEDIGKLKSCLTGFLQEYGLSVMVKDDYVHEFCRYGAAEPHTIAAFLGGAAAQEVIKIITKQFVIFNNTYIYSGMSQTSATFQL
# SKN-1 block: blocks SKN-1 activity in C. elegans. C. elegans VP596 Pgst-4::GFP/RFP ratio, acrylamide-induced, 24 h. inhibition, % at 21.8 µM. 0.49% of 360,000 active. AID 624304;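 active = interference check ratio from 0.5 to 1.5 plus GFP to RFP signal ratio inhibition reaching or exceeding a fixed threshold, cut at about 30% in these data, passing the limit was not always enough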; also: some compounds called inactive have numbers as strong as hits
# Tb MetRS inh: blocks T. brucei methionyl-tRNA synthetase activity; purified T. brucei MetRS, ATP depletion, Kinase-Glo luminescence; inhibition, % at 11.9 µM; 0.4% of 360,000 active; AID 624268;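 active = inhibition above a per-plate cutoff of the control wells' mean inhibition plus 3 SD, cut at about 5.5% in these data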;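 also: 0% = DMSO wells median and 100% = median of wells with control inhibitor compound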
#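 Test system: purified T. brucei MetRS enzyme. Also added: ATP, methionine and E. coli bulk tRNA substrates. Compound: 11.9 µM single point. Schedule: 15 min enzyme-compound preincubation, 2 h reaction, 10 min detection, 25 °C. Signal: luciferase luminescence of residual ATP, Kinase-Glo. Evaluation: percent inhibition versus plate control medians. Controls: DMSO wells, low control.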
# LMPTP block: blocks human LMPTP phosphatase | 0.22% of 360,000 active | recombinant LMPTP-A, OMFP fluorogenic substrate, fluorescence intensity | inhibition, % at 20 µM | AID 651560 | P24666;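 active = compounds that cut the enzyme signal by at least half of the control window in the single-dose screen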;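 also: plate controls were DMSO wells with enzyme plus substrate for no effect and substrate without enzyme for full effect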
# Target sequence (P24666 whole entry, looked up): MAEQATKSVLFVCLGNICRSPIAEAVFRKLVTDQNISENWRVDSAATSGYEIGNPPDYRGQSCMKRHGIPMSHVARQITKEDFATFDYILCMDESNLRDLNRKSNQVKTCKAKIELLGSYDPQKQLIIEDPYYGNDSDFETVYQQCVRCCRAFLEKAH
#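 Assay system: LMPTP-A, protein tyrosine phosphatase of low molecular weight / Medium: pH 6.0 Bis-Tris buffer with DTT and Triton X-100 / Schedule: 50 min enzyme reaction at room temperature, protected from light / Measured by: endpoint fluorescence intensity from OMFP dephosphorylation / Read-out basis: % inhibition relative to no-enzyme and uninhibited control wells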
# Scp-1 inhibitor: Scp-1 (human) phosphatase inhibition | Q9GZU7 | Recombinant Scp1, phosphopeptide, malachite green phosphate absorbance | inhibition, % at 20 µM | 0.88% of 340,000 active;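 active = inhibition above about 50% at 20 µM, limit read from the data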;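 also: plate controls were DMSO wells with enzyme for no effect and wells lacking enzyme for full effect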
#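 Test system: SCP-1 phosphatase catalytic domain, residues 76-261 | Compound dosing: One concentration, 20 µM, with 1.0% DMSO | Schedule: 45 min room-temperature reaction, 5 min colour, 30 min stabiliser | Detection: Absorbance at 630 nm | Read-out basis: % inhibition of SCP-1 phosphate liberation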
# NadD inh: NadD (S. aureus) enzyme inhibition; purified NadD enzyme, colorimetric absorbance read-out; inhibition, % at 20 µM; 0.78% of 360,000 active; AID 602399; in the data active = inhibition above about 26%; also: some compounds past the cut are filed as inactive
# NRP1-CendR mod: NRP-1/CendR interaction modulation; O14786; inhibition, % at 25 µM; FAM-RPARPAR peptide binding to NRP-1, fluorescence polarization; 0.85% of 360,000 active; AID 602438;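 active = inhibition or corrected inhibition above about 18%, plus a signal ratio from 0.5 to 1.5, limit read from the data, passing the limit was not always enough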; also: strong numbers were not always called active
# SUMO1 PPI mod: alters human SUMO1 binding to SIM partners | P63165 | SUMO1 binding to a labelled peptide, TR-FRET, 1 h | inhibition, % at 20 µM | 0.33% of 360,000 active | AID 602429; in the data active = inhibition above about 37%
# Target sequence (P63165 whole entry, looked up): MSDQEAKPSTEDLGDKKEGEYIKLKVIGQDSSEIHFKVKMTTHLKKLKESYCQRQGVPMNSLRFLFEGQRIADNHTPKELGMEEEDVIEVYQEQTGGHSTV
# An asterisk follows results filed as active; i = inactive; · = not tested or not shown.
mol	STEP inh	DNMT1 block	Neddyl block	SKN-1 block	Tb MetRS inh	LMPTP block	Scp-1 inhibitor	NadD inh	NRP1-CendR mod	SUMO1 PPI mod
CCN(CC)S(=O)(=O)c1cccc(C(=O)N/N=C/c2ccccc2OCC(=O)O)c1	-7	1	i	-12	-0.1	-2.1	-4	-3	3	0
CC(C)CC(=O)Nc1nnc(S(=O)(=O)N(C)Cc2ccco2)s1	-1	0	i	14	0.3	-0.8	-11	-2	5	5
CC(=O)c1c(Nc2ccccc2)sc(C(=O)c2ccccc2)c1C	1	-1	i	8	-1.1	1.7	-14	9	-8	-19
C=CCN1C(=O)C(=O)N(Cc2nc3ccccc3s2)C1=O	-2	-3	i	48*	-0.1	-0.6	-10	3	-1	6
Cc1onc(-c2ccccc2)c1C(=O)Nc1nnc(C(C)C)s1	3	0	i	1	-0.1	-1.0	-2	1	-5	1
CCn1cc(C(=O)N2CCCC2)c(=O)c2cc(S(=O)(=O)N3CC(C)CC(C)C3)ccc21 (centres undefined)	13	31	i	2	-0.4	-1.6	5	4	-1	3
C/C(C=O)=C/c1ccccc1	1	0	i	-14	-0.7	-1.3	3	10	1	-2
COC(=O)c1ccc(C)c(NC(=O)c2c(-c3ccccc3)noc2C)c1	-2	-16	i	4	-0.6	-0.1	-9	-1	6	0
CCN(CC(=O)NCc1cccs1)C(=O)c1cccc(S(=O)(=O)Nc2ccccc2Cl)c1	-4	2	i	-4	-0.6	-0.9	7	-4	0	7
COc1cc2c(cc1NC(=O)COc1ccc3ccccc3c1)oc1ccccc12	4	15	i	20	-0.3	0.6	0	-3	8	-3
c1coc(CNc2nc3sc4c(c3c3ncnn23)CCCC4)c1	-1	2	i	8	-1.5	2.4	5	-5	-1	8
COc1ccc(NC(=O)c2cc(C3CC3)on2)c(OC)c1	-1	-2	i	0	2.7	0.1	-1	-4	-5	-2
CSCCC(NC(=O)c1ccc(Cl)cc1)C(=O)OCC(=O)NCc1ccco1 (centres undefined)	-1	-2	i	16	-0.2	1.0	-2	-3	-2	1
C=CCn1c(SCC(=O)N(C)CC(=O)Nc2ccc(C)cc2)nnc1-c1ccncc1	2	-4	i	11	-0.2	-1.3	-12	0	12	1
COc1ccc(N2CC(C(=O)Nc3cccnc3)CC2=O)cc1 (centres undefined)	0	0	i	1	-0.3	-1.2	-3	-1	10	2
O=C(/C=C/c1ccc(F)cc1)NCCC1=CCCCC1	-2	-4	i	14	-0.2	0.8	-11	-4	0	-3
O=C(Nc1ccccc1)C1CCCN(C(=O)c2ccc(Cl)cc2)C1 (centres undefined)	-2	0	i	13	-0.5	-1.0	-3	-5	0	0
CC1CCN(C(=O)Cn2c(=O)n(-c3ccc(F)cc3)c(=O)c3sccc32)CC1	0	0	i	6	0.2	-2.5	-7	-4	-6	3
Cc1c(C(=O)Nc2cccc([N+](=O)[O-])c2)cnn1-c1ccccc1	-2	-2	i	27	-0.4	2.7	4	-9	11	-25
S=C(Nc1ccccc1)N1CCCCCC1	2	-6	i	8	-1.4	4.8	-7	6	4	3
CN(CCO)S(=O)(=O)c1ccc2c(c1)C(=NNC(N)=O)c1cc(S(=O)(=O)N(C)CCO)ccc1-2	0	-2	i	0	-0.2	-0.5	-4	-1	-3	-22
COc1ccc(N2C(=O)c3ccc(C(=O)Nc4ccc(NC(C)=O)cc4)cc3C2=O)cc1	-1	7	i	3	-0.9	-3.8	13	6	3	7
CCCn1c(=N)n(CC(=O)c2ccc(OCC(=O)OC)cc2)c2ccccc21	-2	5	i	-9	-0.6	0.8	-11	-6	-5	3
COCCN1C(=O)CCC1(C)C(=O)Nc1c(C)cccc1C (centres undefined)	-2	3	i	-2	-0.7	-0.4	·	-6	3	4
CC(C)(CCl)C(=O)Nc1ccc(OC(F)(F)F)cc1	3	0	i	6	0.1	-0.3	5	-5	0	-1
Cc1nonc1OC(C)CNc1ccc([N+](=O)[O-])cc1 (centres undefined)	-1	-2	i	36*	-0.2	0.0	-16	1	2	-20
CCCc1cc2c(cc1NC(=O)c1ccc(Br)cc1)OCO2	5	-2	i	3	-0.1	-0.7	-8	-2	10	1
CC(=O)c1cccc(S(=O)(=O)NCC(C)(C)N2CCOCC2)c1	0	0	i	-23	-0.4	-0.9	-6	-6	-5	1
CN1N=C(N)c2cn(C3OC(COP(=O)(O)O)C(O)C3O)c3ncnc1c23 (centres undefined)	0	2	·	-1	-0.1	-1.7	2	0	-2	-4
COc1ccc(N2CCN(C(=O)c3ccc(Cl)c(S(=O)(=O)N4CCCC4)c3)CC2)cc1	-1	-4	i	14	-0.2	0.3	0	-7	-2	-1
CCn1c(SCC(=O)NCC2CCCO2)nc2ccccc21 (centres undefined)	3	-1	i	2	0.0	-0.9	-1	0	-9	-4
O=C(O)CCS(=O)(=O)c1ccc(-c2ccccc2)cc1	0	6	i	-1	-1.3	0.7	4	1	10	0
CC(C)(C)c1ccc(C(=O)Nc2ccccc2Cl)cc1	2	6	i	3	0.5	1.7	-5	-7	4	3
COc1ccc(Cl)cc1Nc1nc(-c2sc(NC(=O)CC(C)C)nc2C)cs1	-3	-33	i	2	0.6	2.1	3	23	-32	55*
CCC1(CC)NC(=O)N(CC(=O)OCC(=O)Nc2cc(C)ccc2C)C1=O	1	5	i	-9	-0.1	-1.6	-8	-2	5	-6
Cc1cc(C)c2c(c1)-c1c(ssc1=S)C(C)(C)N2C(=O)CN1C(=O)c2ccccc2C1=O	8	-3	i	8	-0.9	0.6	14	12	-10	-13
Cc1cccc(NC(=O)c2ccc3nc(N4CCOCC4)sc3c2)c1C	3	-2	i	-14	-0.5	-0.8	-2	-7	-10	-1
COc1ccc(NS(=O)(=O)c2ccc3[nH]c(=O)[nH]c3c2)cc1	-1	-5	i	24	-0.3	0.2	-4	-4	-13	9
COc1ccc(Cl)cc1-c1cc(C(=O)Nc2ccc(C)c(NS(C)(=O)=O)c2)[nH]n1	-1	0	i	-1	-0.2	0.1	·	5	2	10
O=[N+]([O-])c1ccccc1S(=O)(=O)Nc1ccc(-c2ccc(N3CCCC3)nn2)cc1	-1	4	i	-10	0.3	10	3	25	6	-19
CN(c1ccccc1)S(=O)(=O)c1cccc(C(=O)NC2CC(C)(C)NC(C)(C)C2)c1	2	1	i	9	-0.1	0.3	4	-3	0	-1
C=C(C)C1CC=C(CN2CCN(Cc3ccccc3)CC2)CC1 (centres undefined)	1	9	i	-9	0.5	-2.3	-4	-3	1	1
C=CCn1c(=NC(=O)CN2C(=O)CCC2=O)sc2cccc(OC)c21	3	5	i	-11	0.4	-1.6	-8	-1	-15	4
CCC1CCc2c(c3ccccc3[nH]c2=O)O1 (centres undefined)	2	0	i	-3	-1.0	-0.4	-22	-22	4	4
Cc1ccccc1/[N+]([O-])=C/c1ccncc1	0	-10	i	8	-0.4	-1.8	3	-1	-3	0
COCCNc1nc(-c2cc(-c3ccccc3)on2)cc(C(C)C)n1	-1	-5	i	-5	-0.1	1.2	0	-5	26*	1
CCC(O)CC(C(=O)NNc1ccccc1)C(=O)NNc1ccccc1 (centres undefined)	0	3	i	-3	0.2	-0.9	-6	-1	11	1
COc1ccc(CN2CCN(Cc3nc4ccccc4s3)CC2CCO)c(C)c1C (centres undefined)	4	1	i	4	-1.3	-0.6	-2	-3	1	19
O=C(c1cccc(S(=O)(=O)N2CCN(c3ccc(F)cc3)CC2)c1)N1CCCCCCC1	0	-14	i	14	-0.3	-6.5	-9	-3	14	-104
CCOC(=O)N1CCN(C(=O)c2oc3ccc(S(=O)(=O)N4CCCCC4)cc3c2C)CC1	2	1	i	-3	-0.3	-0.7	0	-3	-4	5

# Carrying on.
mol	STEP inh	DNMT1 block	Neddyl block	SKN-1 block	Tb MetRS inh	LMPTP block	Scp-1 inhibitor	NadD inh	NRP1-CendR mod	SUMO1 PPI mod
COc1ccc(NC(C)=O)cc1S(=O)(=O)NC(Cc1ccccc1)C(=O)NC(C)c1ccccn1 (centres undefined)	2	6	i	10	-0.2	-0.3	-2	1	4	-3
O=C(CN1C(=O)c2ccccc2S1(=O)=O)Nc1ccccn1	1	1	i	3	0.2	-0.3	-3	1	4	11
CN(C)CCn1c2c(c(SCC(=O)Nc3cccc4ccccc34)nc1=O)CCC2	1	-7	i	-1	-0.2	0.0	-11	-7	7	-10
O=C(Nc1nsc(-c2ccccc2)n1)c1ccc(F)cc1	0	0	i	-7	-1.5	-0.3	7	0	-14	0
CCNC(=O)CSc1nnc(-c2cccc(S(=O)(=O)N(CC)CC)c2)n1CCc1ccccc1	-3	-1	i	1	0.5	-0.9	-4	-1	-4	-2
COc1ccc(C2CC(c3cc(Br)ccc3F)n3nnnc3N2)cc1 (centres undefined)	3	-3	i	12	-0.1	0.0	9	-7	11	3
CC(C)C1N(c2ccccc2)C(N)=C(C#N)C1(C#N)C#N (centres undefined)	-3	2	i	-11	0.3	0.2	-5	1	-2	-1
O=C(O)c1cccc(NC(=O)c2ccc(S(=O)(=O)c3ccccc3)cc2)c1	-1	3	i	3	0.2	-1.1	-12	-4	5	1
Cc1ccc(S(=O)(=O)N(C)CC(=O)O/N=C(\N)c2cccc([N+](=O)[O-])c2)cc1	-1	-2	i	26	-0.6	21	-8	-8	-1	-18
COc1ccc(CCN=C(N)NS(=O)(=O)c2ccc(F)cc2)cc1OC	2	3	i	4	0.0	0.7	-8	0	-4	5
CC1(C)CC(=O)C2=C(C1)Nc1ccccc1NC2c1cccnc1 (centres undefined)	-2	-5	i	1	-1.3	-0.8	3	-3	-11	4
COc1ccc(-n2ncc3c2CC(C)(C)CC3NC(=O)c2cn[nH]c2)cc1 (centres undefined)	0	-1	i	9	-0.1	0.4	-2	1	-4	0
C=CCNc1nnc(Sc2ncccc2[N+](=O)[O-])s1	0	1	i	0	0.7	-0.8	-1	1	2	-23

# Three compounds already listed, arranged by SMILES length, lowest first:
mol	STEP inh	DNMT1 block	Neddyl block	SKN-1 block	Tb MetRS inh	LMPTP block	Scp-1 inhibitor	NadD inh	NRP1-CendR mod	SUMO1 PPI mod
O=C(Nc1nsc(-c2ccccc2)n1)c1ccc(F)cc1	0	0	i	-7	-1.5	-0.3	7	0	-14	0
COc1ccc(CCN=C(N)NS(=O)(=O)c2ccc(F)cc2)cc1OC	2	3	i	4	0.0	0.7	-8	0	-4	5
COc1ccc(NC(C)=O)cc1S(=O)(=O)NC(Cc1ccccc1)C(=O)NC(C)c1ccccn1 (centres undefined)	2	6	i	10	-0.2	-0.3	-2	1	4	-3
